West Nile antiviral: West Nile virus antiviral activity, cell-based, CPE readout (AID 1621). West Nile virus-infected cells, CPE inhibition; higher % means a stronger effect. CPE inhibition, % at 10 µM, or IC50 in µM where a hit was titrated. hit rate 0.02% among 290,000; in the data active means a potency from the dose series; inconclusive means CPE inhibition mostly from about 3.7% at the one dose, without a potency; inactive means the rest, 99 in 100 with CPE inhibition below about 2.2%; further: strong numbers were not always called active
RSV CPE inhibition: RSV antiviral activity via CPE protection, HEp-2 cells, primary 10 µM value included (AID 2391); hit rate 0.13% among 310,000; CPE inhibition, % at 10 µM, or IC50 in µM where a hit was titrated; HEp-2 cells, RSV-induced CPE inhibition; higher % means a stronger effect; in the data active means a potency from the dose series; inconclusive means CPE inhibition mostly from about 23% at the one dose, without a potency; inactive means the rest, 99 in 100 with CPE inhibition below about 21%; further: strong numbers were not always called active
Salmonella PhoP GFP: inhibitors of PhoP regulon expression, primary screen, Salmonella Typhimurium, GFP reporter (AID 1863). inhibition, % at 50 µM; hits with a dose series show IC50 in µM. S. Typhimurium PhoP-regulated promoter GFP reporter, 4 h; higher % means a stronger effect. hit rate 0.16% among 300,000;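 active means inhibition over 29.93%, a cutoff 3 SD above the screen mean, later confirmed by dose response; inconclusive means inhibition over 29.93% but no dose response follow-up; inactive means inhibition at most 29.93% or unconfirmed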;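 further: 0% = low Mg2+ inducing control and 100% = high Mg2+ repressing control; strong numbers were not always called active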
SV40 large T antigen: SV40 large T antigen inhibitors, biochemical (AID 1903); SV40 large T antigen ATPase/helicase inhibition assay; higher % means a stronger effect; inhibition, % at 20 µM, or IC50 in µM where a hit was titrated; hit rate 0.39% among 310,000; in the data active means a potency from the dose series; inconclusive means inhibition mostly from about 32% at the one dose, without a potency; inactive means the rest, 99 in 100 with inhibition below about 32%; further: strong numbers were not always called active
Myeloid diff 2: induction of myeloid progenitor differentiation, primary screen, cell-based, flow cytometry, MLPCN library; hit rate 1% among 360,000; AID 624256, 2012; calls only at 10 µM; ER-HoxA9 myeloid progenitors, lysozyme-GFP differentiation;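 active means normalized GFP-positive differentiation at or above the plate's own cutoff, the solvent-only control mean plus 3 SD; inconclusive means no clear call, values can overlap the other calls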;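 further: cells exposed to compound for four days before flow analysis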
Rac1 GTP hydrolysis: MgcRacGAP GTPase-activating activity inhibitors, confirmation, biochemical, ADP Hunter fluorescence; MgcRacGAP-stimulated Rac1 GTP hydrolysis, ADP Hunter fluorescence; higher % means a stronger effect; GST-tagged Rac1 F28L mutant substrate; Rac GTPase-activating protein 1 (Homo sapiens); hit rate 0.6% among 340,000; inhibition, % at 30 µM, or IC50 in µM where a hit was titrated;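 active means first-screen hits whose inhibition reached a set limit at any dose in the follow-up dose series; inconclusive means inhibition above the set first-screen limit but never retested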;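 further: fluorescence reports GDP produced by GAP-driven GTP hydrolysis; strong numbers were not always called active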
T cell HTS: modulators of CD8 T cell-vesicle binding, primary screen, mouse 2C CD8+ T cells, flow cytometry | 2C CD8+ T cell-vesicle binding; hits give low values | calls only at 7 µM | hit rate 0.068% among 330,000 | AID 2052, 2009;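 active means response, share of CD8 T cells binding vesicles, and their 90th percentile fluorescence all below set limits, cut at about 80% in these data, passing the limit was not always enough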
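Also added: QL9-peptide-loaded Drosophila micro-vesicles bearing Ld, ICAM-1 and B7-1; Test system: purified 2C TCR transgenic mouse naive CD8+ T cells; Measured by: cytometric PE anti-B7-1 and Alexa647 anti-CD8 signals after 1% paraformaldehyde fixation; Timing: binding step 1.5 h, 37 °C, antibody labelling 20 min, ice.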
bCat nuc transl: modulators of beta-catenin nuclear translocation, primary screen, imaging, HeLa cells, immunofluorescence, high-content; nuclear translocation activity, % at 5 µM; hit rate 0.3% among 190,000; AID 1665, 2009;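 active means nuclear translocation activity above 50% at 5 µM, with a well cell count of 50 or more; inconclusive means wells under 50 cells across six images, flagged as toxic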;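 further: per-cell ratio of nuclear to cytoplasmic median beta-catenin stain intensity; plate controls were DMSO negative control for no effect and GSK-3 inhibitor IX positive control for full effect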
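Test system: human HeLa cells, native beta-catenin. Compound dosing: 5 µM primary single dose, 0.1% DMSO, 0.02–20 µM confirmation series. Incubation: compound exposure 24 h at 37°C. Detection: beta-catenin immunostaining with DAPI counterstain, 20x imaging, 6 fields/well. Read-out basis: Nuclear/cytoplasmic beta-catenin signal ratio, % activation.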
WT yeast gro inh: growth inhibition of WT strain, primary screen, mitochondrial fusion inhibitor project, WT and mutant strains, chemical genetic. hit rate 2.1% among 190,000. mitochondrial fusion phenotypic screen. inhibition, % at 10 µM; in the data active means inhibition above about 58%; tested in S. cerevisiae
WT yeast gro inh mutant strain: second read-out of WT yeast gro inh, no call of its own (marks repeat the call); inhibition, %; mitochondrial fusion phenotypic screen, mutant strain inhibition
bCat nuc transl cell count 5 µM: recorded beside bCat nuc transl, whose call it bears; cell count; measured here: cell count, cytotoxicity flag
T cell HTS vesicle-bound %: second read-out of T cell HTS, no call of its own (marks repeat the call); double positive events, %; measured here: CD8+ vesicle-bound cell fraction;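 binding gate set so that unloaded-vesicle control wells show 10% double positive cells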
Myeloid diff 2 GFP+ MAC1+ %: recorded beside Myeloid diff 2, whose call it bears; GFP+ MAC1+ double positive, %; measured here: differentiation confirmed by MAC1 staining
Numbers without * were called inactive; i = inactive; ? = inconclusive; · = not tested or not shown; + = active, no number; & = joins results of further samples.

SMILES	West Nile antiviral	RSV CPE inhibition	Salmonella PhoP GFP	SV40 large T antigen	Myeloid diff 2	Myeloid diff 2 GFP+ MAC1+ %	Rac1 GTP hydrolysis	T cell HTS	T cell HTS vesicle-bound %	bCat nuc transl	bCat nuc transl cell count 5 µM	WT yeast gro inh	WT yeast gro inh mutant strain
O=S(=O)(N/N=C\c1ccccc1O)c1ccc(Cl)cc1	-0.9%	0.7%	3%	21%	i	5.4	7%	i	49	·	·	·	·
N#Cc1ccccc1OCC(=O)NNC(=O)c1ccncc1	·	0.0%	·	·	i	0.7	4%	i	22	·	·	·	·
CCN(CC)C(=O)Cn1cc(C(=O)C(=O)NCc2cccs2)c2ccccc21	·	3.1%	-6%	25%	i	0.5	5%	i	59	-0.5	1070	-16	12
O=C(c1ccco1)N1N=C(c2cccs2)CC1c1ccccc1O (stereo unspecified)	-0.1%	7.0%	6%	1%	i	0.7	10%	i	73	·	·	·	·
COc1ccc([N+](=O)[O-])cc1N(CC(=O)NCCSc1ccccc1)S(C)(=O)=O	-0.1%	-1.2%	-1%	8%	i	0.3	2%	i	45	-1.2	1048	-4	-1
CC1Cc2ccccc2N1C(=O)CSc1nnc(-c2ccc(S(=O)(=O)N3CCCC3)cc2)o1 (stereo unspecified)	0.4%	-0.5%	-3%	12%	i	0.9	3%	i	25	0.2	1119	9	-4
NNC(=O)c1[nH]c2ccc([N+](=O)[O-])cc2c1-c1ccccc1	0.0%	4.2%	13%	12%	i	0.2	0%	i	15	·	·	·	·
Cc1ccc(C)c(N(C(=O)CCC(=O)Nc2cc(C)on2)C(C(=O)NC2CCCC2)c2ccco2)c1 (stereo unspecified)	0.9%	-0.4%	-4%	20%	i	0.8	6%	i	42	-5.6	968	9	-8
CSc1ccc(C(=O)C2CCCN(C(=O)c3ccsc3)C2)cc1 (stereo unspecified)	-1.4%	3.1%	2%	3%	i	0.9	13%	i	9	-0.5	1610	15	-8
Cn1cc(CCCC(=O)NCc2ccc(F)cc2)c2ccccc21	-0.5%	1.8%	11%	3%	i	1.1	-5%	i	26	·	·	·	·
O=c1/c(=C\c2ccc(O)cc2)sc2n1C(c1ccccc1)C(c1ccccc1)=NN=2 (stereo unspecified)	0.5%	7.6%	-6%	6%	+	0.5*	14%	i	58	-0.3	1320	44	-41
Cc1ccc(S(=O)(=O)c2nc(S(C)(=O)=O)sc2NCc2ccc3c(c2)OCO3)cc1	-0.8%	2.9%	17%	7%	i	0.6	4%	i	41	-0.3	1132	5	-9
COC(=O)c1ccc(Nc2cc(C)nc3ncnn23)cc1	0.5%	0.3%	-11%	0%	i	0.8	7%	i	25	-0.2	1186	-10	-3
CCOc1cc(/C=N/O)ccc1OCc1ccc(F)cc1	-0.6%	17%	-13%	-2%	i	0.2	11%	i	15	·	·	-9	1
CC(Oc1ccc(Cl)cc1)C(=O)NNC(=S)NC(=O)c1ccco1 (stereo unspecified)	-1.7%	1.0%	-7%	18%	i	1.0	6%	i	47	·	·	85	90
CCOC(=O)CCc1c(C)c(C#N)c2nc3ccccc3n2c1-n1cnc2ccccc21	-0.4%	2.2%	4%	2%	i	0.9	-11%	i	64	·	·	-7	-34
CN(C)S(=O)(=O)c1cc(NC(=O)[C@H](Cc2ccccc2)N2C(=O)c3ccccc3C2=O)ccc1Cl	-0.3%	0.3%	-4%	7%	i	0.4	5%	i	40	-3.3	565	11	-9
COc1ccc(OCC(O)CNC(=O)Nc2ccc(Cl)cc2)cc1 (stereo unspecified)	-0.5%	0.7%	4%	0%	i	0.7	5%	i	40	-1.4	1134	-4	-6
Cn1c(SCc2ccccc2[N+](=O)[O-])nnc1-c1cccnc1	-0.6%	1.1%	10%	19%	i	0.1	8%	i	26	0.2	1068	-1	10
O=C(Nc1ccccc1C(=O)O)c1ccc(NC(=O)C2CCCCC2)cc1	0.4%	3.9%	-3%	7%	i	0.6	-6%	i	70	·	·	·	·
Cc1cc(C)nc(SCC(=O)Nc2ccc3c(c2)OCO3)n1	-0.5%	0.7%	-5%	1%	i	0.9	5%	i	18	·	·	·	·
c1ccc(C[C@H]2CNCCN2CCc2cccc3ccccc23)cc1	·	-2.3%	10%	6%	i	0.8	9%	i	24	·	·	·	·
Cc1ccc(C(=O)N2CC(=O)Nc3ccc(F)cc3C2c2ccc(F)cc2)cc1 (stereo unspecified)	-1.4%	1.8%	8%	4%	i	0.2	9%	i	29	·	·	·	·
Cc1cc(/C=C2\C(=N)N3N=C(c4ccco4)SC3=NC2=O)c(C)n1Cc1ccccc1	0.2%	?	-5%	31%	i	0.4	12%	i	51	0.0	1065	·	·
CC(C)C(c1nnnn1C1CCCC1)N1CCCCC1 (stereo unspecified)	0.0%	0.4%	13%	0%	i	0.6	-4%	i	43	-5.6	1125	1	-1

Only bCat nuc transl and SV40 large T antigen, for three of the compounds above:
| SMILES | bCat nuc transl | SV40 large T antigen |
| --- | --- | --- |
| CC(Oc1ccc(Cl)cc1)C(=O)NNC(=S)NC(=O)c1ccco1 (stereo unspecified) | · | 18% |
| Cc1ccc(C)c(N(C(=O)CCC(=O)Nc2cc(C)on2)C(C(=O)NC2CCCC2)c2ccco2)c1 (stereo unspecified) | -5.6 | 20% |
| COc1ccc([N+](=O)[O-])cc1N(CC(=O)NCCSc1ccccc1)S(C)(=O)=O | -1.2 | 8% |

Following part:
SMILES	West Nile antiviral	RSV CPE inhibition	Salmonella PhoP GFP	SV40 large T antigen	Myeloid diff 2	Myeloid diff 2 GFP+ MAC1+ %	Rac1 GTP hydrolysis	T cell HTS	T cell HTS vesicle-bound %	bCat nuc transl	bCat nuc transl cell count 5 µM	WT yeast gro inh	WT yeast gro inh mutant strain
Cc1ccccc1C(=O)OC(C)CN1CCN(C)CC1 (stereo unspecified)	-0.3%	-2.4%	-10%	1%	i	0.1	6%	i	43	0.2	1111	4	2
CCCn1nc(NC(=O)c2cccs2)c2cc3cccc(C)c3nc21	-0.3%	·	-9%	22%	i	0.6	·	i	8	3.2	1270	·	·
O=C1CSc2ccc(C(=O)NCC(c3ccco3)N3CCCCC3)cc2N1 (stereo unspecified)	-0.7%	-2.1%	1%	12%	i	0.4	5%	i	36	0.8	1100	-6	-10
O=C(Nc1cc(S(=O)(=O)N2CCCCC2)ccc1Cl)c1ccc(F)cc1	·	1.4%	·	·	i	0.6	6%	i	32	·	·	·	·
CCCCOCCCNC(=O)c1ccc(OCC)cc1	-0.1%	2.4%	6%	21%	i	1.2	10%	i	44	·	·	24	20
Cc1ccc(N=c2ssnc2Cl)cc1	0.4%	2.2%	-6%	-2%	i	1.7	9%	i	62	-3.2	931	8	18
COc1ccc(-c2csc3ncnc(N4CCN(c5ccccc5Cl)CC4)c23)cc1	0.2%	4.6%	-1%	7%	i	4.6	3%	i	64	·	·	·	·
CCCCOC(=O)Nc1nc(CC(=O)OCC)cs1	0.1%	0.5%	0%	6%	i	0.8	1%	i	42	·	·	10	9
COC(=O)Nc1ccc(S(=O)(=O)Nc2ncccn2)cc1	0.1%	1.4%	0%	5%	i	0.3	2%	i	30	-0.4	1357	-4	15
CCCc1nn2c(=O)cc(CSCC(=O)Nc3ccc(F)cc3)nc2s1	-0.8%	4.1%	3%	1%	i	6.7	1%	i	7	·	·	·	·
Cc1nn(C)c(C)c1NC(=O)Nc1ccc(Cl)c(Cl)c1	-0.9%	-0.9%	-6%	1%	i	0.6	4%	i	56	-1.0	1159	78	80
COc1ccc(-c2nn(-c3ccccc3)cc2/C=N/O)cc1	0.8%	44%	4%	5%	i	0.4	9%	i	14	·	·	·	·
COCCn1c(SCC(=O)NNC(=O)c2cc(Cl)ccc2OC)nnc1-c1ccncc1	·	1.6%	·	·	i	0.2	8%	i	44	·	·	·	·
CC(NCCC(c1ccccc1)c1ccccc1)c1ccccc1 (stereo unspecified)	1.0%	-1.2%	-5%&-1%	5%&24%	?	·	-1%	i	20	·	·	51	49
O=C(c1ccc2ccccc2n1)N1CCN(c2ccccc2Cl)CC1	-1.0%	10%	7%	11%	i	0.1	7%	i	29	-0.4	1071	22	-4
CCC(c1nnnn1CCOC)N1CCN(c2cccc(C(F)(F)F)c2)CC1 (stereo unspecified)	-0.3%	0.7%	-14%	11%	i	0.9	16%	i	12	0.0	1166	3	5
CCS(=O)(=O)N1CCC(C(=O)NCc2ccc(OC)cc2)CC1	0.1%	2.0%	-1%	4%	i	0.1	4%	i	55	-1.6	1112	-6	13
COc1ccc(-c2nc(C#N)c(N3CC(C)OC(C)C3)o2)cc1OC (stereo unspecified)	0.2%	2.7%	-9%	-1%	i	0.9	9%	i	15	-2.6	1085	-1	6
COc1ccc(N(CC(=O)N2CCN(c3ccc(F)cc3)CC2)S(=O)(=O)c2c(C)n[nH]c2C)cc1	·	-0.5%	3%	0%	i	0.3	5%	i	24	-0.1	1126	-4	-7
Cc1ccc(NC(=O)CSCc2n[nH]c(=O)[nH]2)c(Br)c1	-0.2%	-0.6%	2%	-3%	i	0.1	-3%	i	53	-4.3	1086	-5	-1
N#Cc1nc(COc2ccc(F)cc2)oc1NCCN1CCOCC1	-0.1%	-1.3%	-2%	10%	i	0.2	5%	i	34	·	·	11	2
CC(=O)Nc1ccc(C(=O)CSc2nnc(Cc3ccccc3)o2)cc1	-0.6%	1.0%	-16%	5%	?	·	7%	i	42	-0.1	1070	9	4
Cc1nnc(SCC(=O)N(C)Cc2ccccc2)[nH]c1=O	-0.1%	1.2%	-12%	6%	i	0.5	10%	i	6	-1.2	1210	-7	3
CC(SC(=S)N1CCOCC1)C(=O)O (stereo unspecified)	0.5%	-0.1%	9%	3%	i	1.0	7%	i	11	-4.5	1178	-3	-49

Source: PubChem BioAssay (several laboratories)
